NR2E3 ag-1: inhibitors of NR2E3-RetCOR corepressor binding, primary screen, NR2E3 agonist project, biochemical, TR-FRET, GST-NR2E3, biotin-RetCOR | AID 2300, 2010 | 1536-well | Photoreceptor-specific nuclear receptor (Homo sapiens), Q9Y5X4 | hit rate 0.12% among 320,000 | inhibition of corepressor binding, % at 4.78 µM;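 active = percent inhibition above the cutoff of mean plus 3 SD of all tested compounds, set per screening campaign, cut at about 20% in these data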;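 also: 0% = DMSO wells and 100% = biotin wells as full block of FRET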
Target sequence (Q9Y5X4 whole entry, looked up): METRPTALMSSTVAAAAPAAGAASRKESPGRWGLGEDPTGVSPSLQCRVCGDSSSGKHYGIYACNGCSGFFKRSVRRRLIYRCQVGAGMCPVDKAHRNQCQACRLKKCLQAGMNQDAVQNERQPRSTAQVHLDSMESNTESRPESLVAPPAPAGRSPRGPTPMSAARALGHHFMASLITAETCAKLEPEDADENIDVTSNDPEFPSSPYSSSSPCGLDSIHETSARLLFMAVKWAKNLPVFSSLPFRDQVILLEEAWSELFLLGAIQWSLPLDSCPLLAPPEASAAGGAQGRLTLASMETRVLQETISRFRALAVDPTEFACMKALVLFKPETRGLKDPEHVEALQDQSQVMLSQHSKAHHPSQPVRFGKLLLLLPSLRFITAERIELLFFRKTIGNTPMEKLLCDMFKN
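Material: NR2E3–RetCOR corepressor complex / Amount: 1.35 nM GST-NR2E3 / Medium: Tris pH 7.5 / Compound: single nominal compound dose of 4.8 µM / Incubation: 5 h at 4 °C / Technique: TR-FRET, Eu(K)-anti-GST donor, streptavidin-D2 acceptor, ex 340, em 617/671 nm / Read-out basis: percent loss of FRET ratio relative to control wells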
PDI inh: inhibitors of human PDI, primary screen, biochemical, turbidity, single point, plate reader; AID 588391, 2011; Protein disulfide-isomerase (Homo sapiens), P07237; hit rate 0.052% among 350,000; PDI insulin aggregation turbidity, A650, 90 min; inhibition, % at 10 µM;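 active = mean inhibition across replicates of 30% or more, whatever share of single replicates reach that level; inconclusive = mean inhibition below 30% while every single replicate reaches 30%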;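 also: absorbance from insulin aggregation driven by PDI reduction with DTT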
Target sequence (P07237 whole entry, looked up): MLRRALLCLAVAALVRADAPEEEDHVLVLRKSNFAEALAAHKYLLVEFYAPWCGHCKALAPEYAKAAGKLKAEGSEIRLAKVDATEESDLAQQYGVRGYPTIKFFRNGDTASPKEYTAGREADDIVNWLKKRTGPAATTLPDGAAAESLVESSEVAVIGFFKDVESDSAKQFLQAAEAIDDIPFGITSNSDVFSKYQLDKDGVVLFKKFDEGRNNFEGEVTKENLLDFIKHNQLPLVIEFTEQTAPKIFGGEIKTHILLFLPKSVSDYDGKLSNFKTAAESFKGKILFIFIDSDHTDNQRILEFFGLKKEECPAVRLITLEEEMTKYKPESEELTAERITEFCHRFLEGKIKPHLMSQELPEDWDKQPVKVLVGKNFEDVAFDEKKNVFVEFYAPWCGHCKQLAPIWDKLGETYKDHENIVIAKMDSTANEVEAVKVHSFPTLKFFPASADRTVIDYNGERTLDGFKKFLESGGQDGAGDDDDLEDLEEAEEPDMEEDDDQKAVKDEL
NR2E3 ag-2: NR2E3 agonists in two-hybrid cells, primary screen, cell-based, luminescence, CHO-S, Gal4-NCOR/VP16-NR2E3 | AID 602229, 2012 | hit rate 0.35% among 360,000 | Photoreceptor-specific nuclear receptor (Homo sapiens), Q9Y5X4 | inhibition of corepressor binding, % at 3.98 µM | luciferase;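 active = inhibition above the mean of all tested compounds plus 3 SD, cut at about 70% in these data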;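 also: 0% = DMSO with NR2E3 transfected cells and 100% = cells lacking NR2E3 construct; higher means lower luciferase signal from less NR2E3 corepressor binding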
Vif imaging: HIV Vif self-association inhibitors, primary screen, imaging, HEK293T, single point; AID 602346, 2012; inhibition, % at 7.49 µM; HEK293T cells, Vif self-association by quenched fluorescence, 24 h; hit rate 0.35% among 340,000; in the data active = inhibition above about 50%, passing the limit was not always enough; inconclusive = no clear call, values can overlap the other calls; inactive = below about 31%; also: some results filed as inactive read as strong as hits
iPSC survival up: enhancers of single-cell hiPSC survival, primary screen, ATPlite luminescence; 100% = ROCK inhibitor wells, 0% = DMSO; survival enhancement, % at 20 µM; hit rate 0.044% among 360,000; AID 602274, 2012; in the data active = survival enhancement above about 18%;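 also: cells exposed to compounds for 16 hours before the ATP read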
aDG glyco up: activators of alpha-DG glycosylation, primary screen, uHTS, Pro5-aDG cells, AlphaScreen | alpha-DG glycosylation AlphaScreen (IIH6); 0% Pro5, 100% B10-LARGE cell signal | activation, % at 10 µM | hit rate 0.22% among 360,000 | AID 624168, 2012;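 active = activation of at least 8% versus controls, or a plate z-score of at least 8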;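 also: Pro5 are CHO cells carrying HIG-tagged alpha-DG that lacks glycosylation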
MITF TRPM1 inh: inhibitors of MITF-dependent TRPM1 promoter reporter, primary screen, cell-based, SK-MEL-5, single point, luciferase. inhibition, % at 12.5 µM. SK-MEL-5 TRPM1 promoter luciferase, 24 h. hit rate 0.83% among 330,000;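 active = mean inhibition across replicates of 60% or more, whatever share of single replicates reaches that level; inconclusive = some that reach 60%, reason not given; inactive = mean inhibition across replicates below 60%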; also: values of inactives mirror those of a sister screen read the other way
Peg3 promoter: Peg3 promoter-driven luciferase inhibitors, primary screen, cell-based, HeLa, luciferase luminescence. HeLa PEG-Prom luciferase reporter, overnight. inhibition, % at 20 µM. hit rate 1.7% among 360,000. AID 588405, 2011;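 active = inhibition of at least 50% at 20 µM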
HIF-2a inh: HIF-2a reporter inhibitors, primary screen, luminescence, 786-0 RCC cells; 786-0 RCC cells HIF-2a reporter, luciferase luminescence, overnight; inhibition, % at 18.8 µM; hit rate 0.72% among 360,000;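 active = inhibition of the luminescence signal of 40% or more relative to plate controls, in a single-dose primary screen at 18.75 µM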
Granule exo inh: LAMP-1 surface exposure blockers, TALL-104 cells – cell-based, flow cytometry, MLPCN library, primary screen; inhibition, % at 10 µM; AID 651702, 2012; TALL-104 LAMP-1 surface exposure; cells stimulated with thapsigargin and PMA; hit rate 0.66% among 360,000;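 active = inhibition above about 55%, limit read from the data; inconclusive = no clear call, values can overlap the other calls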
CaV13 FRET inh: Primary screen for inhibitors of IQ motif and Ca2+-dependent inactivation inhibitor domain binding in CACNA1D, Förster resonance energy transfer in living cells, … | inhibition, % at 12.3 µM | HEK cells, CFP/YFP FRET ICDI-IQ, plate reader, 10 min; percent FRET-ratio fall versus neutral wells | hit rate 0.098% among 340,000;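 active = mean replicate inhibition of at least 30% and at least 1% of replicates passing that level; inconclusive = only one of the two criteria is met; inactive = neither criterion is met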;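 also: 0% = median of the neutral control wells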
* hit, by the source's call; ? = inconclusive; · = no result given. Rows were taken by chance, and some 3.5% of all compounds hit somewhere here.

SMILES | NR2E3 ag-1 | PDI inh | NR2E3 ag-2 | Vif imaging | iPSC survival up | aDG glyco up | MITF TRPM1 inh | Peg3 promoter | HIF-2a inh | Granule exo inh | CaV13 FRET inh
C#Cc1ccc(NC(=O)C2(C)CCN2C(=O)c2ccccc2CCc2ccccc2)cc1 (configuration not stated) | · | 8 | -14 | · | 3.6 | 0.1 | · | 25 | 1 | 11 | -5
COc1ccccc1-n1cnnc1SCC(=O)NC1CCS(=O)(=O)C1 (configuration not stated) | 1 | -2 | -7 | 4 | -1.8 | 0.0 | 0 | 1 | 12 | 0 | -7
COCc1cc(=O)[nH]c(-c2ccccc2)n1 | -3 | -1 | 29 | 3 | 7.7 | -0.1 | 8 | 11 | 19 | 1 | -3
c1ccc(-c2nc(N3CCCCC3)nc3ccccc23)cc1 | -1 | -4 | -17 | 0 | -1.2 | 0.8 | 1 | -16 | -3 | 3 | ·
Cn1c(=O)c2c(nc(N3CCOCC3)n2CCSc2ncccn2)n(C)c1=O | 2 | · | 17 | 0 | 1.5 | 0.1 | 1 | 17 | 2 | -8 | -7
Cc1c(NC(=O)CSc2nccn2C)c(=O)n(-c2ccccc2)n1C | 1 | 3 | 17 | 1 | 0.4 | 0.1 | 0 | -5 | 0 | -1 | -9
COc1cccc(/C=N\NC(=O)C2C(=O)NCC2c2ccccc2)c1O (configuration not stated) | -2 | 4 | 19 | 17 | 2.6 | 0.8 | 9 | 25 | 18 | -2 | 0
CC(=O)c1ccc(Nc2nc(C(N)c3ccccc3Cl)cs2)cc1 (configuration not stated) | · | 2 | -11 | -1 | 3.9 | 1.7 | · | -23 | -6 | -4 | -2
Cc1ccccc1C(=O)NC(=S)Nc1ccc(S(=O)(=O)N2CCN(C)CC2)cc1 | 1 | -5 | -31 | · | -3.6 | 0.3 | 14 | 2 | 0 | 2 | ·
Cc1cc(C)n2nc(C(=O)Nc3ccc(S(=O)(=O)N4CCCC4)cc3)nc2n1 | 1 | 2 | -10 | -5 | 0.9 | 0.1 | 10 | 4 | 13 | 0 | -3
COCCCn1c(SCC(N)=O)nnc1-c1ccccc1 | 2 | 22 | -4 | 9 | -2.7 | -0.3 | -15 | 2 | -10 | -2 | -7
Cc1c(C(=O)NCC2CCCO2)oc2ccccc12 (configuration not stated) | 4 | 1 | -52 | -4 | 4.1 | 0.2 | · | -169 | -158 | 9 | -4
O=C1c2oc3ccccc3c(=O)c2C(c2cccc(O)c2)N1c1ccccn1 (configuration not stated) | 2 | · | -15 | 10 | -3.0 | 0.0 | 2 | 3 | 29 | 0 | -11
Cc1ccc(C(=O)N/C(=C\c2cn(S(=O)(=O)N(C)C)c3ccccc23)C(=O)N2CCCC2)cc1 | 2 | 2 | -17 | -3 | -0.3 | 0.0 | -1 | 16 | 10 | 3 | -7
COc1ccc(S(=O)(=O)N2CCCCCC2)cc1C(=O)N(C)CCOc1ccccc1 | 0 | -5 | 12 | · | 0.3 | 0.0 | 4 | 13 | -3 | 5 | -16
O=S(=O)(Cc1ccccc1)N1CCN(Cc2ccc(Br)cc2)CC1 | 4 | 0 | -13 | -14 | -0.3 | 0.0 | 16 | 11 | 0 | 1 | -6
COc1ccc(C(=O)NCC(C)C)c(OC)c1 | 3 | 8 | 9 | 12 | -2.9 | -0.2 | 6 | -5 | 6 | -5 | -5
COc1ccccc1/C=C1\SC(=S)N(CCC(=O)NC2=NCCS2)C1=O | -3 | 0 | 19 | 3 | 2.8 | 0.0 | -1 | 9 | 72* | 4 | -4
O=[N+]([O-])c1cccc(/C=N/NC2=NS(=O)(=O)c3ccccc32)c1 | -1 | -3 | -37 | 0 | 1.5 | 0.3 | -10 | 7 | 12 | 0 | -9
CCCC(=O)N=C1SC2CS(=O)(=O)CC2N1c1ccc(-c2nc3ccc(C)cc3s2)cc1 (configuration not stated) | -2 | -10 | -132 | 0 | 0.1 | -0.4 | -55 | -183 | -200 | -5 | -4
COc1ccc(C2(C)NC(=O)N(CC(=O)NCc3ccccc3F)C2=O)cc1 (configuration not stated) | 2 | -19 | -31 | -3 | 0.5 | 0.0 | -7 | -2 | 7 | 2 | -3
CC(=O)N1c2ccccc2[C@@H](C)[C@@H]1C | 0 | -1 | -27 | 6 | 5.6 | 0.2 | 11 | -3 | 13 | -4 | -6
CCN(CC)c1ccc(NC(=O)c2ccc3c(c2)OCO3)cc1 | -6 | -2 | -131 | -5 | -0.6 | -0.3 | -37 | -176 | -297 | -2 | -21
CCc1nc2c(OCC(=O)c3ccc(F)cc3)cccn2c1N(C)C(=O)c1ccc(OC)cc1 | · | 4 | -20 | -4 | 2.4 | 0.1 | · | -25 | -57 | 1 | -5
COc1cc(CC(=O)Nc2ccc(S(=O)(=O)NC3=NCCCCC3)cc2)cc(OC)c1OC | 1 | 1 | 2 | -1 | -0.7 | -0.2 | 10 | 6 | 14 | -2 | 5
More results:
SMILES | NR2E3 ag-1 | PDI inh | NR2E3 ag-2 | Vif imaging | iPSC survival up | aDG glyco up | MITF TRPM1 inh | Peg3 promoter | HIF-2a inh | Granule exo inh | CaV13 FRET inh
CCOC(=O)N1CCN(C(=O)Nc2ccc(Cl)cc2)CC1 | -4 | 11 | -12 | 9 | -2.6 | 0.1 | -5 | -2 | -7 | 0 | -4
O=C(CN1CCN(S(=O)(=O)c2ccc(Cl)s2)CC1)NCc1ccc(Cl)cc1 | 0 | 5 | 7 | 7 | -1.6 | 0.0 | 12 | 13 | 5 | 5 | -6
COC(=O)/C=C1\S/C(=N/N=C/c2ccccc2)NC1=O | -3 | -5 | -19 | 2 | 2.4 | -0.2 | 7 | -30 | -46 | 6 | -6
CCOC(=O)/C=C1\SCC(=O)N1CC(O)CN1C(=O)CS/C1=C/C(=O)OCC (configuration not stated) | · | 5 | 7 | 5 | 4.3 | 1.0 | 6 | 0 | 7 | -2 | -7
CC(C)CN(C(=O)COc1ccc(C(C)(C)C)cc1)C1CCS(=O)(=O)C1 (configuration not stated) | -2 | -4 | 3 | 21 | -0.3 | 0.2 | -8 | -40 | 1 | -6 | -3
CCN(Cc1ccncc1)C(=O)c1ccccc1NS(=O)(=O)c1ccc(Br)cc1 | -1 | 4 | 20 | -2 | -0.2 | 0.1 | 5 | 7 | 13 | 1 | -2
CCNC(=O)CN1C(=O)NC2(CCCCCC2)C1=O | 1 | 6 | -29 | 2 | 0.6 | -0.1 | 5 | 3 | 13 | -1 | -5
CC(C)OC(=O)C1=C(N)N2C(=O)CSC2=C(C(=O)OC(C)C)C1 | -1 | -3 | -16 | 22 | -1.6 | 0.0 | -3 | 52* | 12 | -5 | -5
COc1cc(NC(=O)c2ccccc2C)c(OC)cc1NC(=O)CN1CCOCC1 | -1 | 3 | -12 | -1 | -0.7 | -0.1 | -1 | -21 | -14 | 1 | 9
Cc1ccc(C(=O)NNS(=O)(=O)c2ccc(F)cc2)cc1 | 6 | -11 | -8 | 3 | -0.9 | 0.0 | 10 | -5 | -1 | -1 | 4
Cc1cccc(N2C(=O)CN(Cc3sccc3C)C2=S)c1 | -2 | -3 | -9 | -4 | -2.6 | 0.0 | 3 | 11 | 19 | -2 | -8
O=C(CCN1CCOCC1)NNC(=S)NC(=O)c1ccccc1 | 6 | 4 | -26 | 69* | 0.0 | 0.0 | 16 | -5 | 16 | 11 | -4
CCC(CC)C(=O)Nc1ccc(S(=O)(=O)Nc2nccs2)cc1 | -1 | -1 | -36 | 13 | 2.3 | 0.6 | -7 | -6 | 12 | -4 | -2
COc1ccccc1N(C)S(=O)(=O)c1ccc(C(=O)Nc2ccc(C(N)=O)cc2)cc1 | · | 4 | -30 | 20 | 1.0 | -0.2 | -5 | 12 | 18 | 1 | -3
N#Cc1c(NC(=O)c2cccnc2)sc2c1CCC2 | -1 | 1 | -127 | 2 | -2.5 | -0.2 | -7 | -82 | -135 | 0 | -5
Cc1ccc2nc(-c3cccc(Br)c3)cc(C(=O)NC3CC3)c2c1 | 0 | -1 | -4 | · | -0.4 | -0.4 | -5 | 21 | -8 | 0 | -6
NC(=O)Nc1ccc(Cl)cc1 | 2 | -2 | -18 | ? | 0.1 | 0.0 | 18 | 15 | 16 | -6 | -3
CCCCCc1cc(=O)[nH]c(=S)[nH]1 | 1 | 10 | 4 | -7 | 0.7 | 0.4 | 9 | -5 | 5 | -8 | -17
Cc1cccc(NC(=O)CN2C(=O)N/C(=C\c3ccccc3OCc3ccc(C(=O)O)cc3)C2=O)c1 | 2 | 7 | -9 | -10 | -0.3 | -0.1 | -5 | 1 | -4 | -19 | -1
O=C(Oc1ccccc1)c1cccc(COC(=O)c2cnccn2)c1 | -2 | -2 | -6 | -2 | 8.9 | -0.1 | -1 | -12 | -8 | -3 | -6
COCCn1c(SCC(=O)Nc2ccccc2OC)nc2c(oc3ccccc32)c1=O | 4 | 4 | 24 | 3 | -1.0 | 0.5 | 7 | 34 | 7 | 65* | -6
COc1cc(N2CCCC2)c(OC)cc1/C=C1/NC(=S)NC1=O | -2 | -21 | -11 | · | -0.8 | 0.0 | 6 | 21 | 12 | -6 | -15
C[C@]12c3[nH]c4ccc(Cl)cc4c3CCN1C(=O)[C@@H](CC(=O)NCCN1CCOCC1)C[C@@H]2C(=O)N1CCCCC1 | · | 18 | -4 | -6 | -3.3 | 0.3 | 3 | 3 | 1 | -1 | -6

Some of the entries so far, tab-delimited:
smiles	NR2E3 ag-1	PDI inh	NR2E3 ag-2	Vif imaging	iPSC survival up	aDG glyco up	MITF TRPM1 inh	Peg3 promoter	HIF-2a inh	Granule exo inh	CaV13 FRET inh
C[C@]12c3[nH]c4ccc(Cl)cc4c3CCN1C(=O)[C@@H](CC(=O)NCCN1CCOCC1)C[C@@H]2C(=O)N1CCCCC1	·	18	-4	-6	-3.3	0.3	3	3	1	-1	-6
COCc1cc(=O)[nH]c(-c2ccccc2)n1	-3	-1	29	3	7.7	-0.1	8	11	19	1	-3
Cc1ccc(C(=O)N/C(=C\c2cn(S(=O)(=O)N(C)C)c3ccccc23)C(=O)N2CCCC2)cc1	2	2	-17	-3	-0.3	0.0	-1	16	10	3	-7
COc1ccccc1-n1cnnc1SCC(=O)NC1CCS(=O)(=O)C1 (configuration not stated)	1	-2	-7	4	-1.8	0.0	0	1	12	0	-7
